Peg3 promoter: Peg3 promoter-driven luciferase inhibitors, primary screen, cell-based, HeLa, luciferase luminescence | HeLa PEG-Prom luciferase reporter, overnight | inhibition, % at 20 µM | hit rate 1.7% among 360,000 | AID 588405, 2011;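 active = inhibition of at least 50% at 20 µM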
NR2E3 ag-1: NR2E3 agonists in two-hybrid cells, primary screen, cell-based, luminescence, CHO-S, Gal4-NCOR/VP16-NR2E3. Photoreceptor-specific nuclear receptor (Homo sapiens), Q9Y5X4. luciferase. inhibition of corepressor binding, % at 3.98 µM. hit rate 0.35% among 360,000. AID 602229, 2012;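 active = inhibition above the mean of all tested compounds plus 3 SD, cut at about 70% in these data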;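 also: 0% = DMSO with NR2E3 transfected cells and 100% = cells lacking NR2E3 construct; higher means lower luciferase signal from less NR2E3 corepressor binding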
Target sequence (Q9Y5X4 whole entry, looked up, the tested form may be a part): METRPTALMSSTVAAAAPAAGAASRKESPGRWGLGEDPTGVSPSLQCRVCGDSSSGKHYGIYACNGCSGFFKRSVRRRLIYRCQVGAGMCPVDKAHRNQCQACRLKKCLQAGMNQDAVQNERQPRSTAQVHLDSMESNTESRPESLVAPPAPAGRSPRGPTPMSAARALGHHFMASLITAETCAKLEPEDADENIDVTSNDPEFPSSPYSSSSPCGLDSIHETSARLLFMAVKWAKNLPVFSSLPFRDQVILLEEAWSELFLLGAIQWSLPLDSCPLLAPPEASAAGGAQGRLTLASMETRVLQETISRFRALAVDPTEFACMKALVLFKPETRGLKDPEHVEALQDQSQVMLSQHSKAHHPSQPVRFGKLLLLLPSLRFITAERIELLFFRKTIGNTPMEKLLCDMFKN
TWEAK Fn14 block: inhibitors of TWEAK-Fn14 signaling, primary screen, luciferase reporter cells, uHTS; TWEAK-stimulated Fn14 reporter cells, luciferase luminescence, 8 h; inhibition, % at 10 µM; hit rate 2% among 360,000; in the data active = inhibition above about 50%
C8 TRAIL sens: viability loss with TRAIL in NB7+C8 cells, primary screen, TRAIL sensitizer project, cell-based, ATPlite luminescence | inhibition (viability loss, TRAIL sensitization), % at 10 µM | AID 624354, 2012 | hit rate 1% among 360,000;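 active = compounds causing at least 50% loss of cell viability in the single-dose screen, relative to plate controls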
CF NFkB inh: inhibitors of PAF-induced NF-kB signaling, primary screen, cell-based, GFP fluorescence, uHTS. KKLEB NF-kB-GFP reporter, GFP fluorescence overnight. hit rate 0.86% among 360,000. inhibition, % at 5 µM;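 active = at least 50% inhibition at 5 µM, scaled per plate between neutral and stimulator controls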;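 also: PAF is a Pseudomonas aeruginosa culture filtrate used as stimulus; plate controls were PAF-stimulated DMSO wells for no effect and unstimulated DMSO wells for full effect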
Shn3 3UTR inh: reduction of Shn3 3'UTR firefly luciferase signal, primary screen, Schnurri-3 inhibitor project, cell-based, Clone20 osteoblasts, set 2; Clone20 osteoblast Shn3 3'UTR firefly luciferase, 24 h; inhibition, % at 12.5 µM; hit rate 0.52% among 360,000;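 active = mean inhibition of at least 75% with every replicate also reaching 75%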;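 also: 0% = median of neutral control wells and 100% = pilot-screen positive control compound; some compounds past the cut are filed as inactive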
NR2E3 ag-2: inhibitors of NR2E3-RetCOR corepressor binding, primary screen, NR2E3 agonist project, biochemical, TR-FRET, GST-NR2E3, biotin-RetCOR; 1536-well; hit rate 0.12% among 320,000; AID 2300, 2010; inhibition of corepressor binding, % at 4.78 µM;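 active = percent inhibition above the cutoff of mean plus 3 SD of all tested compounds, set per screening campaign, cut at about 20% in these data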;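 also: 0% = DMSO wells and 100% = biotin wells as full block of FRET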
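Format: 1536-well format; test system: GST-NR2E3 and biotin-RetCOR proteins; read-out basis: percent inhibition of TR-FRET ratio; timing: 5 h incubation at 4 °C; detection: time-resolved FRET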
TROY signal inh: inhibitors of TROY-driven NF-kB signaling, primary screen, Q293 LMP1-TROYcd cells, NF-kB luciferase, uHTS; Q293 LMP1-TROYcd NF-kB luciferase reporter, 4 h; inhibition, % at 10 µM; hit rate 0.98% among 360,000; AID 1347056, 2019;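 active = compounds whose plate-normalised and pattern-corrected inhibition of the luciferase reporter signal at the single screening dose is 50% or more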
HIF-2a block: HIF-2a reporter inhibitors, primary screen, luminescence, 786-0 RCC cells; 786-0 RCC cells HIF-2a reporter, luciferase luminescence, overnight; inhibition, % at 18.8 µM; hit rate 0.72% among 360,000; AID 624352, 2012;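 active = inhibition of the luminescence signal of 40% or more relative to plate controls, in a single-dose primary screen at 18.75 µM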
KKLEB cytotox: cytotoxicity in KKLEB CF airway cells, primary screen, cytotoxicity control for CF NF-kB inhibitor project, cell-based, uHTS, fluorescence assay plates | AID 602141, 2011 | KKLEB CF airway cells viability, ATPlite luminescence, overnight; stronger effect = lower value; cells stimulated with P. aeruginosa culture filtrate | activity change (cytotoxicity), % at 5 µM | hit rate 0.36% among 360,000;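 active = corrected activity change at or below -50% at 5 µM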
MITF TRPM1 inh: inhibitors of MITF-dependent TRPM1 promoter reporter, primary screen, cell-based, SK-MEL-5, single point, luciferase | SK-MEL-5 TRPM1 promoter luciferase, 24 h | inhibition, % at 12.5 µM | hit rate 0.83% among 330,000 | AID 488899, 2010;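 active = mean inhibition across replicates of 60% or more, whatever share of single replicates reaches that level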; also: values of inactives mirror those of a sister screen read the other way
The depositor's hits bear a star; · = no result given. Only part of the results is shown. The share of hits here may be higher or lower than overall.

SMILES	Peg3 promoter	NR2E3 ag-1	TWEAK Fn14 block	C8 TRAIL sens	CF NFkB inh	Shn3 3UTR inh	NR2E3 ag-2	TROY signal inh	HIF-2a block	KKLEB cytotox	MITF TRPM1 inh
CCN(CC)C(=O)[C@H]1C[C@H](CC(=O)NCCCN(C)C)C(=O)N2CCc3c([nH]c4cc(-c5ccco5)ccc34)[C@]12C	22	-17	17	-1	6	-13	·	-5	-32	-1	-9
CCNC(=O)Nn1c(-c2ccccc2)nc2ccccc2c1=O	4	3	-12	-8	5	-2	-1	5	4	-6	-3
CCN(CC(=O)Nc1c(F)cccc1F)C(=O)CSCC(=O)Nc1ccc(OC)cc1	-8	-9	-3	3	-3	11	3	-2	6	-1	-4
COc1ccc(CNC(=O)CSc2nn3c(=O)c(C(C)(C)C)nnc3s2)cc1OC	-30	-8	3	-18	3	-31	-1	6	3	-4	10
CCCCC/C=C\C/C=C\C/C=C\CCCCC(=O)O	10	-33	9	1	-10	-5	-1	-30	-3	10	-8
O=C(COC(=O)c1ccc(Cl)c(S(=O)(=O)N2CCOCC2)c1)Nc1ccc2[nH]c(=O)[nH]c2c1	-9	-9	0	-15	-18	6	-6	-8	13	1	4
Cc1cccn2c(=O)c3cc(S(=O)(=O)c4ccc(Br)cc4)c(=N)n(C4CCCCC4)c3nc12	1	-1	-22	7	18	-10	-3	1	6	-16	-15
O=C(Cc1ccc(Cl)cc1)OCc1nnc(-c2ccccc2)o1	-12	33	-22	-4	7	2	-2	-3	14	-8	-1
O=C(NCc1ccco1)c1cc(-c2ccc(Cl)cc2)on1	-108	-21	-20	9	-3	-65	-2	-19	-105	-1	-62
COc1ccc(-n2cnnc2SCC(=O)c2cc(C)n(Cc3cccs3)c2C)cc1	-21	-23	-15	9	-3	6	1	-11	-37	4	-7
Cc1ccc(CS(=O)Cc2ccc(C(=O)NC3CCCCC3)o2)cc1 (stereo unspecified)	6	23	19	2	-14	-1	0	-22	0	-1	7
COC(=O)[C@]1(C)N[C@H](CN(C)S(=O)(=O)c2ccc(C(C)(C)C)cc2)[C@@H]2C(=O)N(C)C(=O)[C@@H]21	-5	·	16	3	-6	-10	·	4	-5	10	0
Cc1ccc(-c2csc(NC(=O)c3cccc(S(=O)(=O)N4CCN(C)CC4)c3)n2)cc1	23	18	28	16	-16	49	-1	32	-3	-9	25
CCOC(=O)CSc1nc2c(cnn2-c2ccc(F)cc2)c(=O)[nH]1	13	-10	-9	7	-8	4	1	-1	15	12	-4
O=C(CSc1nc2c(c(=O)n1-c1ccc(F)cc1)SCC2)Nc1ccc2c(c1)OCO2	14	-18	-6	-4	-12	-5	2	-7	16	5	2
COc1ccc(C(=O)CC2SC(N)=NC2=O)cc1 (stereo unspecified)	4	-26	-18	4	-16	-5	8	-2	4	2	-5
CCCS(=O)(=O)N1CCC(C(=O)c2cccc(C(F)(F)F)c2)CC1	4	-26	-3	1	5	9	-3	5	3	5	-3
COC(=O)Cc1ccc(Oc2ncc(C(F)(F)F)cc2Cl)cc1	-4	-9	-13	-1	1	16	1	11	-17	-5	-18
CC1(C(=O)NS(=O)(=O)c2ccccc2Cl)CCN1C(=O)C1CC1 (stereo unspecified)	3	-9	-8	-1	7	0	·	-9	5	7	·
CC(C)c1ccc(NC(=O)c2ccc(-c3ccnn3C)c3ccoc23)cc1	-126	-18	79*	41	-4	20	·	33	-135	2	·
COc1ccc(C)cc1C(=O)CCC(=O)N1CCN(c2ccccc2F)CC1	-28	18	-15	-14	-10	58	·	0	-19	-6	-3
CCCn1c(SCC(=O)NCc2ccc(F)cc2)n[nH]c1=O	-9	-13	7	-5	21	-27	1	6	5	0	-3
O=C(COc1coc(CN2CCc3ccccc3C2)cc1=O)Nc1ccccc1F	6	-9	-5	8	-20	-5	0	2	-9	7	-3
COc1ccc(CCC(=O)OCC(=O)NC2CCCC2)cc1OC	5	-8	12	8	-3	-44	·	4	9	1	·
COc1ccc(OCCN(C)C(=O)c2cccc(S(=O)(=O)N(C)c3ccccc3)c2)cc1	13	-8	8	-16	20	19	0	12	4	-16	-3

The final 2 compounds of the section above lead into the next:
SMILES	Peg3 promoter	NR2E3 ag-1	TWEAK Fn14 block	C8 TRAIL sens	CF NFkB inh	Shn3 3UTR inh	NR2E3 ag-2	TROY signal inh	HIF-2a block	KKLEB cytotox	MITF TRPM1 inh
COc1ccc(CCC(=O)OCC(=O)NC2CCCC2)cc1OC	5	-8	12	8	-3	-44	·	4	9	1	·
COc1ccc(OCCN(C)C(=O)c2cccc(S(=O)(=O)N(C)c3ccccc3)c2)cc1	13	-8	8	-16	20	19	0	12	4	-16	-3
CCSc1nc2ccccc2n1S(=O)(=O)c1ccccc1	-9	-35	-14	15	-28	-20	-1	-19	-6	-7	16
COc1ccc(CCN2CCCC(CN(C)C(=O)c3ccoc3)C2)cc1 (stereo unspecified)	-279	-95	-26	7	-4	-76	·	-82	-220	-4	-47
COc1cccc(N(C(=O)CNC(=O)c2ccco2)C(C(=O)NC2CCCC2)c2ccco2)c1 (stereo unspecified)	6	4	11	-1	8	1	6	-13	13	10	·
O=C(O)Cc1ccc(OCc2ccc(Cl)nc2)cc1	-10	-8	3	1	20	-12	2	-1	-2	-6	1
CSc1nc2nc(-c3ccc(F)cc3)c(CCN3CCN(C)CC3)cn2n1	24	-6	1	7	0	-28	-1	2	18	-2	11
O=C1Nc2ccccc2C12NCCc1c2[nH]c2ccccc12 (stereo unspecified)	8	5	-25	1	8	-23	3	-6	14	2	4
COCCN(C(=O)COC(=O)c1ccc(Cl)nc1)c1c(N)n(Cc2ccccc2)c(=O)[nH]c1=O	-19	-21	6	-24	18	-13	2	-8	14	-8	-15
CCOC(=O)c1ccc(-c2ccc(/C=C(\C#N)C(=O)NCC3CCCO3)o2)cc1 (stereo unspecified)	1	12	39	6	-31	-42	-1	4	-63	-8	-8
COC(=O)c1cc(NC(=O)c2cc(-c3ccc(C(F)(F)F)cc3)oc2C(F)(F)F)ccc1N1CCOCC1	11	-11	-13	-1	-5	1	6	35	11	-2	1
CC/C(=N\NC(=O)c1c(C)nc2ccccn12)c1ccccc1	5	-19	3	-25	-4	4	0	18	-5	1	-2
COc1ccc(N2CCN(C(=O)CCc3nc(-c4ccc(C)cc4)no3)CC2)cc1	-1	12	11	6	-4	5	-2	3	-3	-3	0
O=c1c2cccnc2[nH]c(=S)n1Cc1ccccc1	2	-10	-15	-1	13	13	-2	-7	13	-3	-1
CCc1nc2ccc(C(=O)Nc3ccc(NC(C)=O)cc3)cn2c1N(C)C(=O)Cc1ccccc1	5	-26	4	6	19	1	·	-15	3	-9	·
Cc1ccc(S(=O)(=O)N(C)CC(=O)OCC(=O)NCCN2C(=O)CSC2=O)cc1	5	-3	17	18	11	4	2	3	3	3	2
CCc1cc2c(cc3c(=O)n(CC(=O)NCCCN4CCCCCC4)nc(CC)n32)s1	-21	8	-14	15	8	-5	-1	-4	-3	-2	5
Cc1ccc(CN2C(=O)CCC2C(=O)NCc2ccc(F)cc2)cc1 (stereo unspecified)	0	-11	8	-2	-4	15	2	-17	14	-22	9
c1ccc(NCc2nc3ccccc3n2CCOc2ccccc2)cc1	-71	-46	8	-4	0	-22	2	-19	-132	-2	-12
C=CCOC(=O)c1ccc(N2CCN(c3ccccc3)CC2)nc1	-46	13	-17	-2	-17	-14	-2	-36	7	-1	-34
CCOC(=O)c1nc(NNC(=O)c2ccc([N+](=O)[O-])cc2)sc1C	68*	-7	36	40	-10	31	3	34	-20	9	27
Cc1cccc(-n2ncc3c(=O)[nH]c(SCC(=O)NCCC4=CCCCC4)nc32)c1	13	4	-4	-14	-5	-3	1	6	-2	6	-1
Cc1ccc(CNC(=O)[C@H]2C[C@@H]2[C@H](NP(=O)(c2ccccc2)c2ccccc2)c2ccccc2)o1	30	5	18	-4	-12	-3	-1	-7	-1	1	-5
CNC(=O)NC1CCCCc2sccc21 (stereo unspecified)	-15	2	-10	-5	1	0	-4	7	6	2	4
O=C(O)Cn1c(SCCOc2ccccc2)nc2ccccc21	-10	-8	-12	-13	2	-5	3	2	-19	9	17
CC1(C)CC(=O)C=C(c2ccc(-c3ccc4[nH]ccc4c3)cc2)C1=O	-200	-76	12	70*	4	-51	·	49	-247	-32	·
CC1C/C(=N\NC(N)=S)c2cc(Cl)ccc2S1 (stereo unspecified)	8	-9	12	3	9	-37	-2	10	-3	-10	3

2 consecutive records from above, quoted:
SMILES	Peg3 promoter	NR2E3 ag-1	TWEAK Fn14 block	C8 TRAIL sens	CF NFkB inh	Shn3 3UTR inh	NR2E3 ag-2	TROY signal inh	HIF-2a block	KKLEB cytotox	MITF TRPM1 inh
CC/C(=N\NC(=O)c1c(C)nc2ccccn12)c1ccccc1	5	-19	3	-25	-4	4	0	18	-5	1	-2
COc1ccc(N2CCN(C(=O)CCc3nc(-c4ccc(C)cc4)no3)CC2)cc1	-1	12	11	6	-4	5	-2	3	-3	-3	0

Next section.
SMILES	Peg3 promoter	NR2E3 ag-1	TWEAK Fn14 block	C8 TRAIL sens	CF NFkB inh	Shn3 3UTR inh	NR2E3 ag-2	TROY signal inh	HIF-2a block	KKLEB cytotox	MITF TRPM1 inh
Cc1c(Cl)cccc1N1C(=O)CC(Sc2ccccc2N)C1=O (stereo unspecified)	31	-39	-17	16	1	0	·	10	1	6	·
O=C(O)[C@@H]1Cc2c([nH]c3ccccc23)C2CCC(=O)N21 (stereo partly specified)	22	-22	19	-17	3	16	1	4	18	-1	12
CS(=O)(=O)NNC(=O)Cn1nnc(-c2ccc(OCc3ccccc3Cl)cc2)n1	-144	-28	-21	-9	3	-26	1	-46	-220	6	-64
Cc1cccnc1NC(=O)CSc1nnc(CNC(=O)c2cccc([N+](=O)[O-])c2)n1C	15	-26	8	-4	5	3	3	3	7	-10	0
CCOC(=O)CCC(=O)N1CCOCCOCCN(C(=O)CCC(=O)OCC)CCOCC1	9	3	13	-9	2	·	-4	7	3	2	-29
O=S1(=O)NC2c3ccccc3CC2O1 (stereo unspecified)	7	11	9	-4	-11	8	6	4	3	4	9
CCOC(=O)C1(C)CCCCN1C(=O)c1cccs1 (stereo unspecified)	5	-15	1	-10	-24	-6	·	26	10	15	·
O=C(CC12CC3CC(CC(C3)C1)C2)Nc1ccc2c(c1)COC2=O	-2	0	6	-3	-48	4	-4	3	0	3	3
Cc1c(C(=O)OC(C)C)sc(N)c1C(=O)OC(C)C	-232	-80	-8	-1	12	-22	0	-56	-241	1	-35
COc1ccc(CN2CCn3nc(C(=O)NC4CC4)cc3C2=O)cc1	-3	7	13	-10	-3	-12	-5	-11	-13	3	-3
CC1=CC=CC2=NC(=O)CC(C)(C(=O)N(CC(=O)NC3CCCC3)c3ccccc3C)N12 (stereo unspecified)	4	-21	-1	-22	2	2	4	14	13	0	4
